Compound activity: PubChem, several laboratories
Hsp90 block = tumor Hsp90 inhibitors, primary screen, cell lysate, fluorescence polarization, NCI-N417 lysate. inhibition, % at 30 µM. Cy3B-geldanamycin FP displacement. actives 0.35% (n = 64,000);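 active = inhibition above 50%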;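 also: 0% = tracer plus lysate wells and 100% = tracer alone without lysate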
Cdc25B inh = inhibitors of Cdc25B phosphatase catalytic domain, primary screen, biochemical, OMFP fluorescence; inhibition, %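 (compounds tested at 10 µM final in the well)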; AID 368, 2006; actives 0.1% (n = 65,000); recombinant Cdc25B, OMFP fluorescence Ex485/Em525; in the data active = inhibition above about 50%
AP ELISA ortho = alternative complement pathway inhibitors, primary screen, biochemical, ELISA, human serum, orthogonally pooled compounds | LPS-coated ELISA, C3 deposition; tested in compound mixtures | inhibition, % at 5 µM | actives 0.08% (n = 62,000) | AID 1235, 2008;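 active = inhibition above 30% in each of the two pooled mixtures holding the compound, so the lower value exceeds 30%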;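 also: 0% = serum in Mg-EGTA without compound and 100% = EDTA serum blank; some compounds past the cut are filed as inactive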
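Test system: human serum alternative complement pathway, C3 deposition on LPS-coated wells; also added: Plate-bound LPS; doses: 5 µM per compound in ten-compound mixtures; schedule: 1 h at 37 °C; detection: Anti-C3 ELISA, OD 450 nm; evaluation: percent inhibition of C3 deposition onto LPS; repeats: two pool placements per compound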
FXIa mix inh = FXIa protease inhibitors in compound pools, primary screen, biochemical, 10-compound mixtures; Coagulation factor XI (Homo sapiens), P03951; purified FXIa, fluorogenic substrate, pooled mixtures; inhibition, % at 5 µM; actives 0.19% (n = 62,000);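 also: each value is inhibition by a whole ten-compound pool holding the compound; 0% = enzyme with no mixture and 100% = wells lacking enzyme; strong numbers were not always called active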
Target sequence (P03951 19-387 limits assumed): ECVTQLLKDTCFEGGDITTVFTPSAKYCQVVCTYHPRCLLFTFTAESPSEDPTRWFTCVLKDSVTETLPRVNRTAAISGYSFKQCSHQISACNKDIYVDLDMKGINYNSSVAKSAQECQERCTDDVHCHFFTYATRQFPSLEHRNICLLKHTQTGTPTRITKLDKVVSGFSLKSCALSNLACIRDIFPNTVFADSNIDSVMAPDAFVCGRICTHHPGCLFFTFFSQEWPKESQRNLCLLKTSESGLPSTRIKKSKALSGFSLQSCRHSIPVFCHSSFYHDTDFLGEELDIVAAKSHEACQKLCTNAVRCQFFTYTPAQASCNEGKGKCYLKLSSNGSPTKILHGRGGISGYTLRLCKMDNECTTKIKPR
Target sequence (P03951 388-625 limits assumed): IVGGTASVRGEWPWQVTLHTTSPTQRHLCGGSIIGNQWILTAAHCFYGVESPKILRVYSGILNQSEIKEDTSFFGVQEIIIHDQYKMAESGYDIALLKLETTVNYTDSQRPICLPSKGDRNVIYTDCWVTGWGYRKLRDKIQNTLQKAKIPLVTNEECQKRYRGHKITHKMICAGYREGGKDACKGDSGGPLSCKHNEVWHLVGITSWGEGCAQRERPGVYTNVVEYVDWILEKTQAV
FXIIa inh mix = human factor XIIa inhibitors, primary screen, biochemical, pooled compound mixtures, fluorogenic substrate | purified FXIIa | actives 0.2% (n = 62,000) | Coagulation factor XII (Homo sapiens), P00748 | inhibition, % at 5 µM;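 also: 0% = enzyme without compound and 100% = no enzyme blank; some results filed as inactive read as strong as hits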
Abs 340nm = compound light absorbance at 340 nm, profiling panel, artefact control, biochemical, MLSMR library, data from PS, PMK, MK assays. AID 708, 2007. fold change at 10 µM. 65,000 tested, under 10 active. compound absorbance at 340 nm, fold over control;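 active = at 10 µM dose, initial 340 nm absorbance at least 2 fold that of control wells; inactive = change under 2 fold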;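 also: initial absorbance extrapolated from kinetic A340 decline of NADH oxidation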
JNK3 blocker = JNK3 kinase activity inhibitors, primary screen, biochemical, human, purified enzyme; actives 0.61% (n = 60,000); Mitogen-activated protein kinase 10 (Homo sapiens), P53779; HTS; inhibition, % at 8 µM; in the data active = inhibition above about 17%;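 also: 0% = DMSO and 100% = reference inhibitor; many of its hits are not listed in these tables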
MMP13 inh = human MMP13 inhibitors, primary screen, biochemical, FRET peptide cleavage. MMP-13 fTHP FRET cleavage, Mca fluorescence. inhibition, % at 4 µM. actives 0.07% (n = 65,000). Collagenase 3 (Homo sapiens), P45452;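 active = inhibition above the mean of compound-free control plate wells plus 3 SD, cut at about 14% in these data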;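 also: 0% = DMSO wells and 100% = wells with reference MMP-13 inhibitor after basal subtraction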
MKP-1 inh = MKP-1 phosphatase inhibitors, primary screen, biochemical, in vitro. actives 0.15% (n = 65,000). recombinant MKP-1, OMFP hydrolysis fluorescence. inhibition, %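 (compounds tested at a single concentration somewhere between 10 and 100 µM)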. AID 374, 2006;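 active = inhibition above about 50%, limit read from the data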;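 also: 0% = DMSO max control wells and 100% = wells with enzyme stopped by NaOH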
Target sequence (P28562 whole entry, looked up): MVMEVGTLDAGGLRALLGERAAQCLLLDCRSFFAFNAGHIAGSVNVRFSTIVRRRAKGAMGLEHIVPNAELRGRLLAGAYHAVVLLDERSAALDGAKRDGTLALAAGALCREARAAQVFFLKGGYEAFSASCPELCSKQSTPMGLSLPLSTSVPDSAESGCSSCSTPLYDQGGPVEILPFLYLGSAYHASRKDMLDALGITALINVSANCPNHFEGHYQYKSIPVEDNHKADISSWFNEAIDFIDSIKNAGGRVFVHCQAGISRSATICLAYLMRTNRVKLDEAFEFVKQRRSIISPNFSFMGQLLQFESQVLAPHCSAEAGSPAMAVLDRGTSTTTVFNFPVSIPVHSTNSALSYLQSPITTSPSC
Active calls of the source: *; [ ] = dose if it differs, or a comment. Rule as the data show it, unless noted: active = inhibition above about 20% (passing the limit was not always enough); inactive = the rest.

For CCCC1=C(C(=O)OCC)C(c2ccccc2OC)NC(=O)N1 (stereo not given) the results were Hsp90 block 8, Cdc25B inh -3, AP ELISA ortho -8, FXIa mix inh 3, FXIIa inh mix 13, Abs 340nm 1, JNK3 blocker -1, MMP13 inh -1 and MKP-1 inh 7.
Cc1ccc(NC(=O)c2cccs2)cc1NC(=O)c1ccco1 was read as Hsp90 block 0, Cdc25B inh 0, AP ELISA ortho 8, FXIa mix inh 16, FXIIa inh mix -22, Abs 340nm 1, JNK3 blocker 4, MMP13 inh 1 and MKP-1 inh -22.
CC(C)CCn1c(SCCN2CCOCC2)nc2c1c(=O)[nH]c(=O)n2C was read as Hsp90 block -1, Cdc25B inh -8, AP ELISA ortho 17, FXIa mix inh 10, FXIIa inh mix 12, Abs 340nm 0.99, JNK3 blocker -5, MMP13 inh 4 and MKP-1 inh -15.
COc1cccc(OC)c1C(=O)Nc1c(C)n(C)n(-c2ccccc2)c1=O was read as Hsp90 block 2, Cdc25B inh 3, AP ELISA ortho 4, FXIa mix inh -2, FXIIa inh mix 3, Abs 340nm 1, JNK3 blocker -2, MMP13 inh 2 and MKP-1 inh 10.
Screening O=C(CN1CCN(c2ccccc2F)CC1)c1ccc2c(c1)OCO2 returned Hsp90 block -2, Cdc25B inh -17, AP ELISA ortho 25, FXIa mix inh 5, FXIIa inh mix 1, Abs 340nm 1, JNK3 blocker -7, MMP13 inh 2 and MKP-1 inh -3.
For CCCOc1ccccc1-c1nc2c([nH]1)c(=O)[nH]c(=O)n2C the results were Hsp90 block -3, Cdc25B inh -15, AP ELISA ortho 4, FXIa mix inh -1, FXIIa inh mix 6, Abs 340nm 1.1, JNK3 blocker -6, MMP13 inh -50 and MKP-1 inh 9.
Screening Cc1ccc(S(=O)(=O)c2nc(NC3CCS(=O)(=O)C3)sc2Cl)cc1 (stereo not given) returned Hsp90 block 0, Cdc25B inh -11, AP ELISA ortho 2, FXIa mix inh -3, FXIIa inh mix 7, Abs 340nm 1, MMP13 inh 5 and MKP-1 inh 14.
For CCCCN1C(=O)C(NC(C)=O)c2ccccc21 (stereo not given) the results were Hsp90 block -4, Cdc25B inh 2, AP ELISA ortho 8, FXIa mix inh 5, FXIIa inh mix 9, Abs 340nm 1.1, JNK3 blocker -5, MMP13 inh -7 and MKP-1 inh 24.
For O=C(C(F)C(F)(F)F)N1CCN(c2ccccc2)CC1 (stereo not given) the results were Hsp90 block 0, Cdc25B inh 1, AP ELISA ortho 15, FXIa mix inh -5, FXIIa inh mix -2, Abs 340nm 1, JNK3 blocker 1, MMP13 inh -5 and MKP-1 inh -7.
For COc1cccc(NC2CC(=O)N(CCc3ccccc3)C2=O)c1 (stereo not given) the results were Hsp90 block -2, Cdc25B inh -2, AP ELISA ortho 7, FXIa mix inh -1, FXIIa inh mix -19, Abs 340nm 1, JNK3 blocker -4, MMP13 inh 12 and MKP-1 inh 23.
`O=C(c1sccc1-n1cccc1)N1CCCC1` gave Hsp90 block -1, Cdc25B inh -2, AP ELISA ortho 24, FXIa mix inh 4, FXIIa inh mix 7, Abs 340nm 0.99, JNK3 blocker -3, MMP13 inh -3 and MKP-1 inh 20.
c1ccc(C(c2nnnn2C2CCCCC2)N2CCc3ccccc3C2)nc1 (stereo not given) was read as Hsp90 block -6, Cdc25B inh 0, AP ELISA ortho 21, FXIa mix inh 8, FXIIa inh mix 6, Abs 340nm 1, JNK3 blocker -3, MMP13 inh -63[fluorescence artefact?] and MKP-1 inh 6.
For COC(=O)CSc1nnc(CNc2ccc(Cl)cc2)n1Cc1ccccc1 the results were Hsp90 block 0, Cdc25B inh -16, AP ELISA ortho -7, FXIa mix inh 6, FXIIa inh mix -3, Abs 340nm 0.96, JNK3 blocker -1, MMP13 inh 3 and MKP-1 inh 8.
`CCCc1nnc(SCc2ccc(OCC)cc2)n1N` gave Hsp90 block 0, Cdc25B inh 7, Abs 340nm 0.99, JNK3 blocker 3, MMP13 inh -11 and MKP-1 inh -2.
`CN(c1cccc(NC(=O)Nc2cccc(Cl)c2)c1)S(C)(=O)=O` gave Hsp90 block -2, Cdc25B inh 3, AP ELISA ortho -11, FXIa mix inh 3, FXIIa inh mix 3, Abs 340nm 1.1, JNK3 blocker -10, MMP13 inh 4 and MKP-1 inh 7.
For CCCn1c(C(O)c2cc(OC)ccc2OC)nc2ccccc21 (stereo not given) the results were Hsp90 block 4, Cdc25B inh -11, AP ELISA ortho 15, FXIa mix inh 8, FXIIa inh mix 5, Abs 340nm 1, JNK3 blocker 1, MMP13 inh 2 and MKP-1 inh 24.
O=C(Nc1ccc(-c2noc(CCc3ccccc3)n2)cc1)c1cccnc1 was read as Hsp90 block 16, Cdc25B inh -2, AP ELISA ortho 14, FXIa mix inh 6, FXIIa inh mix 5, Abs 340nm 1.1, JNK3 blocker 3, MMP13 inh 0 and MKP-1 inh 41.
O=C(CCCCn1c(=O)c2ccccc2n(Cc2ccc(F)cc2)c1=O)NCc1ccco1 was read as Hsp90 block -4, Cdc25B inh -11, AP ELISA ortho 4, FXIa mix inh 13, FXIIa inh mix -16, Abs 340nm 1, JNK3 blocker 1, MMP13 inh 0 and MKP-1 inh 31.
O=C(NCCN1CCOCC1)NC1(C(F)(F)F)Oc2ccc(Cl)cc2O1 (stereo not given) was read as Hsp90 block 65*, Cdc25B inh 9, AP ELISA ortho 5, FXIa mix inh 6, FXIIa inh mix 8, Abs 340nm 0.99, JNK3 blocker 3, MMP13 inh 1 and MKP-1 inh -3.
For CCOc1ccccc1N1C(=O)CC(Nc2ccc(N3CCOCC3)cc2)C1=O (stereo not given) the results were Hsp90 block 29, Cdc25B inh -1, AP ELISA ortho 7, FXIa mix inh 9, FXIIa inh mix 8, Abs 340nm 1, JNK3 blocker -13, MMP13 inh 3 and MKP-1 inh 19.
For CCOC(=O)c1cccc(NC(=O)C2CCC(CNc3c(N4CCOCC4)c(=O)c3=O)CC2)c1 (stereo not given) the results were Hsp90 block -4, Cdc25B inh -9, AP ELISA ortho 7, FXIa mix inh 9, FXIIa inh mix -4, Abs 340nm 1, JNK3 blocker 8, MMP13 inh 1 and MKP-1 inh 5.
Screening CCNC(=O)COc1ccc2ccccc2c1 returned Hsp90 block -1, Cdc25B inh 2, AP ELISA ortho 10, FXIa mix inh -7, FXIIa inh mix -1, Abs 340nm 1, JNK3 blocker -2, MMP13 inh 5 and MKP-1 inh 6.
O=S(=O)(c1ccc(Cl)c(C(F)(F)F)c1)N1CCN(CC(O)COCC2CCCO2)CC1 (stereo not given) was read as Hsp90 block 0, Cdc25B inh -19, AP ELISA ortho 12, FXIa mix inh 9, FXIIa inh mix 2, Abs 340nm 1, JNK3 blocker -2, MMP13 inh -2 and MKP-1 inh 7.
Screening S=c1nc(-c2cccc(Br)c2)[nH][nH]1 returned Hsp90 block -1, Cdc25B inh -8, AP ELISA ortho 4, FXIa mix inh 5, FXIIa inh mix 7, Abs 340nm 1, JNK3 blocker 10, MMP13 inh 1 and MKP-1 inh -12.
`CC(=O)C1=C(C)NC(SCC(=O)c2ccc(Cl)cc2Cl)=C(C#N)C1c1ccco1` (stereo not given) gave Hsp90 block -4, Cdc25B inh -8, AP ELISA ortho 3, FXIa mix inh 8, FXIIa inh mix 0, Abs 340nm 1.1, JNK3 blocker 10, MMP13 inh 0 and MKP-1 inh 12.
Screening CCOC(=O)C1=C(C)NC(C)=C(C(=O)OCC)C1c1ccc(OC)cc1 returned Hsp90 block -3, Cdc25B inh -19, AP ELISA ortho 13, FXIa mix inh 3, FXIIa inh mix 1, Abs 340nm 1, JNK3 blocker 11, MMP13 inh -12 and MKP-1 inh 11.
Screening CC1CCN(C(=O)CSc2ccc(-c3ccc(F)cc3)nn2)CC1 returned Hsp90 block -3, Cdc25B inh 14, AP ELISA ortho 20, FXIa mix inh 6, FXIIa inh mix 1, Abs 340nm 0.99, JNK3 blocker -3, MMP13 inh 4 and MKP-1 inh -4.
For CC(C(=O)NCC1(c2ccccc2)CCCC1)N1CCOCC1 (stereo not given) the results were Hsp90 block -1, Cdc25B inh -5, AP ELISA ortho -1, FXIa mix inh -13, FXIIa inh mix -9, Abs 340nm 1, JNK3 blocker -3, MMP13 inh -5 and MKP-1 inh -17.
`COc1cccc(-c2nc(=S)c3c(n2Cc2ccco2)CCCC3)c1` gave Hsp90 block -1, Cdc25B inh 2, AP ELISA ortho 6, FXIa mix inh 11, FXIIa inh mix 9, Abs 340nm 1.2, JNK3 blocker 4, MMP13 inh 7 and MKP-1 inh -14.
Screening Cc1ccc(-c2nnc(CSc3nc(C)nc4sc(C)c(C)c34)o2)cc1 returned Hsp90 block 3, Cdc25B inh -3, AP ELISA ortho 9, FXIa mix inh 10, FXIIa inh mix -3, Abs 340nm 1, JNK3 blocker -5, MMP13 inh 2 and MKP-1 inh 15.
Screening CCN1CCN(c2cc(C)c3cc(NC(=O)Cc4ccc(OC)c(OC)c4)ccc3n2)CC1 returned Hsp90 block 0, Cdc25B inh -11, AP ELISA ortho 14, FXIa mix inh 6, FXIIa inh mix 2, Abs 340nm 1.1, JNK3 blocker -7, MMP13 inh -46 and MKP-1 inh 2.
O=C(C1CCC1)N1CCc2cc(S(=O)(=O)NCc3cccnc3)ccc21 was read as Hsp90 block -8, Cdc25B inh 4, AP ELISA ortho 14, FXIa mix inh -2, FXIIa inh mix 1, Abs 340nm 0.98, JNK3 blocker -7, MMP13 inh 2 and MKP-1 inh 2.
Screening CCOC(=O)N1CCN(CC(=O)N2c3ccccc3CC2C)CC1 (stereo not given) returned Hsp90 block 1, Cdc25B inh 4, AP ELISA ortho 0, FXIa mix inh 11, FXIIa inh mix 7, Abs 340nm 1.1, JNK3 blocker -10, MMP13 inh 0 and MKP-1 inh -4.
`CCOC(=O)c1oc2cccc(OC(C)=O)c2c1C` gave Hsp90 block -1, Cdc25B inh -9, AP ELISA ortho 14, FXIa mix inh 2, FXIIa inh mix 1, Abs 340nm 0.99, JNK3 blocker 4, MMP13 inh -20 and MKP-1 inh -5.
Screening O=C(CC1Oc2ccc(Cl)cc2NC1=O)NC1CCCCCC1 (stereo not given) returned Hsp90 block 2, Cdc25B inh -9, AP ELISA ortho 9, FXIa mix inh -17, FXIIa inh mix 8, Abs 340nm 0.98, JNK3 blocker -4, MMP13 inh 0 and MKP-1 inh -2.

Among those listed so far, these contain a CF3 group.
For O=C(C(F)C(F)(F)F)N1CCN(c2ccccc2)CC1 (stereo not given) the results were Hsp90 block 0, Cdc25B inh 1, AP ELISA ortho 15, FXIa mix inh -5, FXIIa inh mix -2, Abs 340nm 1, JNK3 blocker 1, MMP13 inh -5 and MKP-1 inh -7.
O=C(NCCN1CCOCC1)NC1(C(F)(F)F)Oc2ccc(Cl)cc2O1 (stereo not given) was read as Hsp90 block 65*, Cdc25B inh 9, AP ELISA ortho 5, FXIa mix inh 6, FXIIa inh mix 8, Abs 340nm 0.99, JNK3 blocker 3, MMP13 inh 1 and MKP-1 inh -3.
O=S(=O)(c1ccc(Cl)c(C(F)(F)F)c1)N1CCN(CC(O)COCC2CCCO2)CC1 (stereo not given) was read as Hsp90 block 0, Cdc25B inh -19, AP ELISA ortho 12, FXIa mix inh 9, FXIIa inh mix 2, Abs 340nm 1, JNK3 blocker -2, MMP13 inh -2 and MKP-1 inh 7.
